# Keap1 Nrf2 FP = disrupts human Keap1 binding to Nrf2 peptide. Q14145. Keap1 Kelch-Nrf2 peptide fluorescence polarization, 1536-well. inhibition, % at 9.4 µM. 340,000 compounds, 0.15% hits. AID 504523; in the data active = inhibition above about 12%;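 note: human Keap1 Kelch domain with fluorescein labeled Nrf2 9mer peptide probe; 0% = neutral control wells and 100% = peptide positive control; higher means more block of Keap1 binding to Nrf2 peptide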
# LANA DNA inh = KSHV C-LANA DNA binding inhibition; MBP-C-LANA/FAM-LBS DNA binding, fluorescence polarization; inhibition, % at 9 µM; 340,000 compounds, 0.078% hits;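 active = highest replicate inhibition at or above 60% at 9 µM, even if other replicates fall short; inactive = all replicates below 60% inhibition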;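 note: 0% = neutral control wells and 100% = 4 µM acridine orange control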
# V-ATPase pH = yeast V-ATPase proton transport regulation by pHLuorin. S. cerevisiae, pHLuorin cytosolic pH fluorescence. 350,000 compounds, 0.37% hits. response, % at 10 µM; in the data active = response mostly above about 7.3%, no sharp cut-off; inactive = mostly below about 5.4%; note: actives read high; inactives centre near 0; some compounds called inactive have numbers as strong as hits; reference of the scale not given here
# cardiac RTF act = cardiac RTF calcium sensitization. P19429+P45379. 340,000 compounds, 0.24% hits. activation, % at 7.2 µM. AID 493008. IANBD-labeled TnC RTF fluorescence at EC20 calcium; 0% EC20 calcium, 100% full calcium;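 active = activation above the mean over all tested compounds plus 3 SD, cut at about 30% in these data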;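 note: rise in fluorescence read as greater calcium sensitivity of cardiac thin filaments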
# Arr AP2 block = human beta-arrestin and AP2 interaction inhibition; FITC-arrestin peptide / GST-AP2 beads, flow cytometry; AP2 beta2 appendage carries R879A mutation; inhibition, % at 10 µM; 340,000 compounds, 0.31% hits;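 active = inhibition above a set limit, near 3 SD of compounds lacking own fluorescence, cut at about 54% in these data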;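 note: plate controls were DMSO wells for no effect and 5 µM unlabelled arrestin peptide for full effect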
#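 System: GST-AP2 R879A glutathione beads; medium: PBS, Tween 20 0.05%, BSA 0.1%; reagent: fluorescein-tagged arrestin peptide at 50 nM final; schedule: pre-incubation 12 min, peptide binding 1 h, room temperature; detection: flow cytometry, FL1 (488/535 nm); read-out: inhibition as reduced fluorescein signal on beads, percent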
# Cardiac RTF inh = cardiac RTF calcium desensitization; P19429+P45379; inhibition, % at 7.15 µM; IANBD-labeled cardiac RTF, Ca2+ fluorescence; 340,000 compounds, 0.12% hits; AID 493244;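 active = inhibition above the mean inhibition of all tested compounds plus 3 SD, cut at about 17% in these data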;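 note: assay run at fixed EC70 calcium of 1.6 mM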
# OPRM1-OPRD1 inv = mu-delta opioid heterodimer inverse agonism; cell-based MOR-DOR heterodimer luminescence; inhibition, % at 9.3 µM; 340,000 compounds, 0.21% hits; in the data active = inhibition above about 22%, passing the limit was not always enough;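 note: 0% = cells with DMSO and 100% = wells without cells with DMSO; values of inactives mirror those of a sister screen read the other way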
# Wnt bcat act = activators of Wnt/beta-catenin signaling; Wnt/beta-catenin reporter cell assay, activator, plate reader; activation, % at 9.35 µM; 300,000 compounds, 1.2% hits; AID 743398; in the data active = activation above about 30%, passing the limit was not always enough;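 note: 0% = neutral control wells and 100% = positive control wells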
# Pemphigus Ab inh = human desmoglein-3 autoantibody binding inhibition; 310,000 compounds, 0.48% hits; P32926; binding (percent of control), % at 10 µM; AID 588358; DSG3-coupled beads, scFv-anti-DSG3-GFP binding, flow cytometry; active compounds read low;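 active = binding more than 3 SD below its plate's average and above zero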;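 note: hits lower antibody fragment binding to DSG3; some compounds called inactive have numbers as strong as hits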
# Target sequence (P32926 whole entry, looked up, the tested form may be a part): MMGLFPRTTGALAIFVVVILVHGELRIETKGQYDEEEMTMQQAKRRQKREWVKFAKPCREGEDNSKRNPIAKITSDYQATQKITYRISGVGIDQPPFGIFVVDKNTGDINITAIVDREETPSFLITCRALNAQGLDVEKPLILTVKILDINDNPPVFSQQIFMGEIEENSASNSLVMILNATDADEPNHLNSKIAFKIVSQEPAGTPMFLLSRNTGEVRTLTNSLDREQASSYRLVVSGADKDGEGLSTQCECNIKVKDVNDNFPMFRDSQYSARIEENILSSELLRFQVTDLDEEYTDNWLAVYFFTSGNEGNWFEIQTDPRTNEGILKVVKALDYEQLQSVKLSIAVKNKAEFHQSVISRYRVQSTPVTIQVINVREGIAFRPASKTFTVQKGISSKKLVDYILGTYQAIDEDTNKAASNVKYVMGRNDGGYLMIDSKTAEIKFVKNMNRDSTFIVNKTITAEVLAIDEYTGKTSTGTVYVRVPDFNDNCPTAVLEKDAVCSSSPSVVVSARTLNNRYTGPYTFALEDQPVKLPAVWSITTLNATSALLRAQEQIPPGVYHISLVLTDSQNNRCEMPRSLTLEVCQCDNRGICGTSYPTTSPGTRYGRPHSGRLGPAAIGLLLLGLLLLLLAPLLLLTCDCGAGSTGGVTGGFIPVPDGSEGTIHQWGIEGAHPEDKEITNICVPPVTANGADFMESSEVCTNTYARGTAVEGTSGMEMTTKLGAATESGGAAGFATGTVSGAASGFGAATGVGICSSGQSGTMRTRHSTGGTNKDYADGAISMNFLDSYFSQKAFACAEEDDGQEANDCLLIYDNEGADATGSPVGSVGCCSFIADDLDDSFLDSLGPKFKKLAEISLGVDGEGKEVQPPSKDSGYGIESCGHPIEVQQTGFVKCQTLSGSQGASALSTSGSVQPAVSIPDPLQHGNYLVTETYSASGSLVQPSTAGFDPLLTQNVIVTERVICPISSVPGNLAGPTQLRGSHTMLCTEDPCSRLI
# MOR-DOR ag = agonists of human mu-delta opioid receptor heterodimerization; P35372+P41143; cells, OPRM1-OPRD1 heterodimerization, luminescence; activation, % at 9.3 µM; 340,000 compounds, 0.3% hits; AID 504326; in the data active = activation above about 18%;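 note: 0% = vehicle-treated cells and 100% = reference agonist; values of inactives mirror those of a sister screen read the other way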
# Active calls of the source: *; . = no result given.
No.	SMILES	Keap1 Nrf2 FP	LANA DNA inh	V-ATPase pH	cardiac RTF act	Arr AP2 block	Cardiac RTF inh	OPRM1-OPRD1 inv	Wnt bcat act	Pemphigus Ab inh	MOR-DOR ag
1	C=CCN(CC=C)C(=O)C(=O)c1ccn(-c2c(C)csc2C(=O)OC)c1	5	0.0	0	7	11	0	6	.	96	-1.3
2	CC(=O)Oc1ccc(C(=O)[C@H]2[C@H]3C(=O)N(c4ccc(C)cc4C)C(=O)[C@H]3[C@@H]3C=CC=NN32)cc1	-4	0.6	1	3	1	1	5	0	.	-1.1
3	O=C(N/N=C/c1ccc(F)cc1)c1ccc(Br)cc1	0	-1.0	-2	-5	1	1	2	6	100	-0.4
4	CCCCOc1ccc(C(=O)NCC(=O)N2CC=C(c3ccccc3)CC2)cc1	6	1.6	3	-6	27	-6	11	-1	101	-1.8
5	COc1ccc2[nH]c(=O)c(CN(Cc3ccccc3)C(=S)NCC3CCCO3)cc2c1 (stereo not drawn)	-1	0.3	-2	-3	27	6	6	1	99	-1.2
6	CCOC(=O)/C(=C/c1c(C)n(C)c2ccc([N+](=O)[O-])cc12)C(C)=O	-53	0.5	-2	-1	20	-1	13	0	104	-2.8
7	CCOC(=O)C1=CN(Cc2ccco2)S(=O)(=O)N(C)C1c1cccc(OC)c1 (stereo not drawn)	-5	-1.1	1	-2	39	-3	17	3	94	-3.4
8	CN(NC(=O)COc1ccccc1)c1ccccc1	-4	0.2	-2	10	8	-5	4	.	104	-0.7
9	COc1ccc(-c2ccc(C#N)c(SCC(=O)OCc3ccccc3)n2)cc1OC	4	2.3	3	-3	11	-3	1	.	100	-0.1
10	CCOC(=O)N1CCN(C(=O)C(=O)c2cn(CC(=O)N3CCCCCC3)c3ccccc23)CC1	1	0.9	-4	0	12	-3	10	-1	.	-1.9
11	CCOC(=O)c1c(O)c2ccccc2oc1=O	-2	-0.6	5	6	0	6	11	-3	96	-2.0
12	CCn1c(NCc2ccco2)nc2ccccc21	-5	-0.2	1	3	-2	-12	13	-1	105	-2.4
13	NNC(=O)c1cccc(Cn2cc(Br)c([N+](=O)[O-])n2)c1	0	0.7	0	3	-1	-7	10	5	109	-2.0
14	O=C(Nc1cccc(-c2nc3cccnc3s2)c1)c1cccnc1Cl	-6	-0.4	-4	6	-12	-9	-7	12	94	1.4
15	CC1CC(=O)Nc2ccccc2S1(=O)=O (stereo not drawn)	-5	-0.2	-3	0	1	-3	-4	.	110	0.7
16	CCOC(=O)Cn1cc(/C=N/NC(=O)c2cc3ccccc3o2)c2ccccc21	1	0.3	4	-8	-1	1	1	0	.	-0.3
17	O=C(NCC1CC1(Cl)Cl)Nc1ccc(Cl)c(Cl)c1 (stereo not drawn)	1	1.7	-4	-9	6	-11	-21	6	108	4.0
18	CC(=O)c1ccc(Nc2cc(C)nc3c(C)cccc23)cc1	-3	0.8	1	-2	-6	-4	0	0	106	0.0
19	Clc1ccsc1-c1csc(-c2cccnc2)n1	3	0.7	2	-5	37	-2	14	.	.	-3.3
20	CC(C)N(C(=O)CSc1nc2ccccc2c(=O)[nH]1)C(C)C	1	1.2	-1	-2	-16	-8	13	-2	113	-2.7
21	COc1ccc(COC(=O)c2ccc(Cl)c(S(=O)(=O)N3CC(C)OC(C)C3)c2)cc1 (stereo not drawn)	1	-1.1	1	4	5	1	-9	0	96	1.8
22	CC(=O)N/C(=C\c1ccccc1)C(=O)OCC(=O)NC(C)C12CC3CC(CC(C3)C1)C2 (stereo not drawn)	-2	0.3	0	-5	-9	3	7	-5	109	-1.3
23	O=C(CCn1c(=S)[nH]c2ccccc2c1=O)N1CCOCC1	-6	1.4	7	0	2	-1	7	-3	102	-1.3
24	Cc1cc(C(=O)CSc2nnc(-c3cccnc3)n2-c2ccccc2)c(C)n1CC1CCCO1 (stereo not drawn)	-2	1.6	4	-1	9	0	6	9	102	-1.1
25	Cc1ccc(N2C(=O)N(CC(=O)Nc3c(C)cc(C)cc3Cl)C(=O)C2C)cc1 (stereo not drawn)	1	-0.3	-3	-2	31	3	2	-3	91	-0.4
26	CCOC(=O)c1sc(NC(=O)CSc2nc3c(c(=O)n2-c2ccc(C)cc2)SCC3)c(C(=O)OCC)c1C	-1	-1.6	1	7	17	-4	6	-4	92	-1.0
27	O=C(C1=C(O)C(=O)N(CCN2CCOCC2)C1c1cccc(F)c1)c1cc2ccccc2o1 (stereo not drawn)	-2	0.8	0	-4	21	3	25	1	94	-4.7
28	Cn1c(=O)c2c(nc(SCC(=O)NCc3ccc4c(c3)OCO4)n2Cc2ccccc2)n(C)c1=O	2	0.4	4	-6	11	-18	2	.	97	-0.4
29	O=C(O)C1CCC(CNS(=O)(=O)c2ccc(Cl)cc2)CC1 (stereo not drawn)	-4	-0.1	1	5	16	-9	4	1	101	-0.8
30	CC(C)C(NC(=O)c1ccc(C(C)(C)C)cc1)C(=O)N1CCCC1 (stereo not drawn)	-1	0.9	2	2	21	-12	-17	-3	114	2.1
31	CC[C@@H]1C/C=C\Cc2ccccc2[C@H](C(=O)C[C@H](O)CC(C)=O)OC1=O	-5	-0.7	2	0	13	-6	12	5	102	-2.5
32	CSc1ccc(S(=O)(=O)NCCCn2ccnc2)cc1	1	1.4	0	1	-2	-4	9	-2	111	-1.7
33	CCC(CC)N1CCN(CC2CC=CCC2)CC1 (stereo not drawn)	-2	-1.2	-3	-9	4	-9	2	-4	86	-0.3
34	CC(=O)Cn1c(N2CCC(Cc3ccccc3)CC2)nc2c1c(=O)[nH]c(=O)n2C	2	1.6	2	0	3	-2	13	-2	106	-3.0
35	C=CCNC(=O)c1onc(CSc2ccc(F)c(F)c2)c1C(=O)NCC=C	-7	0.6	0	6	-6	-10	-18	-1	103	3.1
36	COc1ccccc1CNC(=O)C(=O)NCCC1CCCCN1S(=O)(=O)c1cccs1 (stereo not drawn)	-2	0.0	1	3	33	0	5	0	113	-0.7
37	CC(NC(=O)c1ccc(Cl)c(S(=O)(=O)N2CCCCCC2)c1)c1cccnc1 (stereo not drawn)	0	0.5	-3	-6	23	2	4	2	113	-1.0
38	Cn1c(SCc2ccc(C#N)cc2)nnc1-c1ccccc1	-3	0.3	1	0	-1	-10	2	.	104	-0.4
39	O=C(N/N=C/c1c[nH]c2ccccc12)c1ccn(Cc2ccc(Cl)cc2)n1	-6	-0.2	3	-1	1	-2	-11	.	114	1.9
40	CCN(C(=O)COC(=O)CCS(=O)(=O)c1ccccc1)c1c(N)n(Cc2ccccc2)c(=O)[nH]c1=O	-1	1.4	0	2	-13	-4	0	39*	90	0.1
41	CC(C)C[C@@H](CC#N)N1CCN(CCc2ccccc2)CCC1=O	0	0.5	-2	-2	-8	3	13	-4	102	-2.3
42	CN(C)c1ccc(NC(=O)CN2CCC(O)(c3ccccc3)CC2)cc1	-5	-3.0	1	-2	-22	-4	16	1	.	-3.5
43	Cn1c(SCC(=O)N2CCCc3ccccc32)nc2ccccc2c1=O	-9	1.5	-2	3	-2	-8	-12	.	98	2.5
44	O=C(Nc1ccccc1N1CCCC1)c1ccc(Cl)cc1Cl	1	8.4	-2	-3	12	-3	-6	-2	107	1.2
45	CCOC(=O)c1sc(N)nc1C(C)(C)C	1	0.0	1	-2	4	-10	10	.	.	-2.4
46	O=C(Nc1nc(-c2ccccn2)cs1)c1cc(S(=O)(=O)N2CCOCC2)ccc1F	-2	2.3	12	2	1	-4	-2	24	91	0.5
47	Cn1ccnc1Sc1cc(NCCCO)c([N+](=O)[O-])c2nonc12	13*	0.7	-4	2	13	-3	37*	-2	104	-7.1
48	O=C(N/N=C/c1ccncc1)c1ccccn1	-1	-1.4	2	4	5	-12	10	5	102	-2.2
49	CCCNC(=O)c1cn(CC)c2cc(N3CCN(C)CC3)c(F)cc2c1=O	-6	-1.1	2	0	6	5	2	-1	101	-0.3
50	Cc1ccc(NC(=O)CSCC(=O)N(C)Cc2ccc(Cl)c(Cl)c2)cc1	-2	0.5	2	0	0	-12	-4	0	105	0.9
51	Cc1ccc(-c2cc(C(=O)Nc3ccncc3)c3ccccc3n2)cc1	-6	-0.6	0	-8	-7	4	-153	-1	94	28*
52	Cc1cc(C(c2cc(C)c(N)c(C)c2)c2ccco2)cc(C)c1N	2	0.1	1	3	35	-3	11	0	109	-2.2
53	Cc1[nH]c2ccccc2c1C(=O)CN1CCC(C(N)=O)(N2CCCCC2)CC1	0	-0.1	1	-2	29	4	15	.	104	-3.6
54	COC(=O)c1ccccc1NC(=O)C1CCN(C(=O)Cc2ccccc2)CC1	-3	0.3	-1	-2	-7	5	11	-3	114	-2.6
55	COC(=O)c1ccc(OC(=O)CS(=O)c2ccccc2[N+](=O)[O-])cc1 (stereo not drawn)	6	0.3	2	0	46	-7	4	0	98	-0.7
56	N/C(CCN1CCCCC1)=N/O	-4	-0.1	3	7	-2	0	7	-1	95	-1.1
57	COc1ccc(CNC(=O)C2CCN(S(=O)(=O)c3ccc4c(c3)NC(=O)CO4)CC2)cc1	-3	0.0	-3	-5	27	-12	6	-3	.	-1.1
58	COc1ccc(OC)c(NC(=O)Cn2cnc3c(cnn3-c3ccccc3)c2=O)c1	-2	-2.2	1	5	10	-6	15	-4	101	-2.9
59	CC1=C(C(=O)N2CCOCC2)C(c2ccccc2F)C2=C(CC(C)(C)CC2=O)N1 (stereo not drawn)	-2	-0.3	-2	3	-7	-1	7	.	104	-1.5
60	C/C(=N\NC(=S)NC(C)C)c1ccccc1	-3	1.2	-3	-2	27	-2	9	1	94	-1.7

# The last two entries of the part before lead into the next.
No.	SMILES	Keap1 Nrf2 FP	LANA DNA inh	V-ATPase pH	cardiac RTF act	Arr AP2 block	Cardiac RTF inh	OPRM1-OPRD1 inv	Wnt bcat act	Pemphigus Ab inh	MOR-DOR ag
59	CC1=C(C(=O)N2CCOCC2)C(c2ccccc2F)C2=C(CC(C)(C)CC2=O)N1 (stereo not drawn)	-2	-0.3	-2	3	-7	-1	7	.	104	-1.5
60	C/C(=N\NC(=S)NC(C)C)c1ccccc1	-3	1.2	-3	-2	27	-2	9	1	94	-1.7
61	CC(C)C[C@H]1CN=C(Nc2ccccc2)N1CCCCc1ccccc1	-3	0.6	0	-2	6	-14	4	-7	102	-0.8
62	Cc1nc(-c2ccc(S(=O)(=O)N3CCN(C4c5ccccc5-c5ccccc54)CC3)s2)cs1	-2	0.7	0	12	-4	2	1	-1	.	-0.2
63	Cc1cc(-c2ccc(Br)cc2)n[nH]1	-5	0.6	2	7	7	-4	6	-1	95	-1.2
64	Cc1ccc(S(=O)(=O)NCc2ccccc2)s1	-2	2.9	-1	-3	12	-11	5	1	98	-1.1
65	COc1ccc(OC(C)C(=O)N2CCN(c3ccccn3)CC2)cc1 (stereo not drawn)	-3	1.7	1	2	2	-3	-6	-1	98	1.1
